ssDAF-12 act: activates DAF-12 receptor from parasite S. stercoralis | HEK293 ssDAF-12/GRIP1 lit1-tk-luc reporter, luminescence; % of 3 µM dafachronic acid response | activation, % at 6.8 µM | actives 1% (n = 370,000) | AID 652126;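 active = activation above the mean over all tested compounds plus 3 SD, cut at about 0.9% in these data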;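 also: 0% = DMSO-only wells and 100% = 3 µM delta7-dafachronic acid wells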
PLC-beta3 inh: PLC-beta3 (human) inhibition, primary screen; actives 0.18% (n = 370,000); inhibition, % at 12.2 µM; Q01970; Purified PLC-beta3, fluorogenic substrate, fluorescence; in the data active = inhibition above about 11%;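 also: 0% = median of compound wells on plate and 100% = full blocker control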
Target sequence (Q01970 whole entry, looked up): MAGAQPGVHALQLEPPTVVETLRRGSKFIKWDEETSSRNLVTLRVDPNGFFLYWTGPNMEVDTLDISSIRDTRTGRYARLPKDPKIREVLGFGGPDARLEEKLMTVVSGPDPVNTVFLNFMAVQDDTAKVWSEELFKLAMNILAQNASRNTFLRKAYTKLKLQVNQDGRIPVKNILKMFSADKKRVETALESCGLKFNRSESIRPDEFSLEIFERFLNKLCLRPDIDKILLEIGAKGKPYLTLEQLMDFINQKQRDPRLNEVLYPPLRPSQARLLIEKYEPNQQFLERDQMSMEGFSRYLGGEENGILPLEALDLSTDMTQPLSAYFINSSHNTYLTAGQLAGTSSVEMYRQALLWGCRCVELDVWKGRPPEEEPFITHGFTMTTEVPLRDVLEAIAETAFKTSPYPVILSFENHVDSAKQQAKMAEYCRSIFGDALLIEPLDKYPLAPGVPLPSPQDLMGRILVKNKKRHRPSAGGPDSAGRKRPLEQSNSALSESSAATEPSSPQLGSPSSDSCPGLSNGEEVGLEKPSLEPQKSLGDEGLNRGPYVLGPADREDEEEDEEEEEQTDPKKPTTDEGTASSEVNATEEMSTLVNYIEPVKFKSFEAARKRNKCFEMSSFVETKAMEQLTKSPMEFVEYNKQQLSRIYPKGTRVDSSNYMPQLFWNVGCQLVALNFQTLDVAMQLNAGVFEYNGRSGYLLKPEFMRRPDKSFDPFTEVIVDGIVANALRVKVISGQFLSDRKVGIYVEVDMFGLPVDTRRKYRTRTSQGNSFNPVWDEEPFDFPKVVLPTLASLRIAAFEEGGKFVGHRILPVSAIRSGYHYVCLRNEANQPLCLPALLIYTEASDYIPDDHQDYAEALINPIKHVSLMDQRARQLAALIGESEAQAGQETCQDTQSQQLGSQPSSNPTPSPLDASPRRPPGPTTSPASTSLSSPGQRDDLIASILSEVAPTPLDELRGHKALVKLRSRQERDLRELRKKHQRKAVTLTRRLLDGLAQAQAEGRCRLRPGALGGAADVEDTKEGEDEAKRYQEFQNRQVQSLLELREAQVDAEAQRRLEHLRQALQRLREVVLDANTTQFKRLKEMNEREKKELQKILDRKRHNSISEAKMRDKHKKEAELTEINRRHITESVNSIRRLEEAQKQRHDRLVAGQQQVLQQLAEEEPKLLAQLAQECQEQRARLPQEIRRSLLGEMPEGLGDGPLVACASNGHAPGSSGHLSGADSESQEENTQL
NR1D1 modulator: modulators of human Rev-erb alpha DNA binding; AID 1259318; Rev-erbα–FITC-DNA binding, fluorescence polarization, 90 min; actives 0.79% (n = 370,000); P20393; activity, % at 10 µM;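 active = activity above about 14%, limit read from the data; passing the limit was not always enough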;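 also: 0% = DMSO wells with 35 nM protein and 100% = DMSO wells with 750 nM protein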
hgDAF-12 ag: activates the H. glycines DAF-12 receptor ligand-binding domain | HEK293 GAL4-hgDAF12 UAS-luciferase reporter, agonist luminescence; normalized to butyrate control | AID 687014 | actives 1.8% (n = 370,000) | activation, % at 6.8 µM;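 active = activation above a cutoff set at the mean of all screened compounds plus 3 SD, cut at about 10% in these data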;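 also: 0% = DMSO wells and 100% = sodium butyrate wells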
SMARCA2 activ: activators of SMARCA2 function; MG213 cells, MMTV-luciferase reporter, dexamethasone, overnight; activation, % at 9.1 µM; actives 1% (n = 370,000); AID 652017; in the data active = activation above about 7.8%;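 also: 0% = vehicle wells and 100% = reference activator wells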
DAX1 inh-1: NR0B1 (DAX1) inhibition; P51843; HEK293 Gal4-DAX1 luciferase reporter, luminescence; inhibition, % at 6.75 µM; actives 0.99% (n = 340,000); AID 504766;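 active = inhibition above the mean over all tested compounds plus 3 SD, cut at about 4.2% in these data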;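 also: 0% = DAX1-transfected cells with DMSO and 100% = empty-vector control cells with DMSO; inhibition shows as a rise in luminescence from relieved DAX1 repression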
PLCg1 inh: blocks human PLC-gamma1 enzyme activity; inhibition, % at 12.2 µM; purified PLC-gamma1, fluorogenic substrate, fluorescence; actives 0.84% (n = 370,000); AID 720700; in the data active = inhibition above about 9.5%
DAX1 inh-2: DAX1 (NR0B1) inhibition, primary screen; HEK293T StAR-luciferase reporter, SF-1/DAX-1 repression relief; inhibition, % at 6.8 µM; actives 1.1% (n = 370,000); AID 652010;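 active = inhibition above the mean over all tested compounds plus 3 SD, cut at about 3.6% in these data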;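 also: 0% = DAX-1 cells with DMSO and 100% = cells lacking DAX-1 with DMSO; higher inhibition means more luminescence from relief of DAX-1 repression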
ADAM17 inh: inhibits human ADAM17; P78536; recombinant ADAM17, EDANS/DABCYL FRET peptide cleavage; inhibition, % at 6.95 µM; actives 0.83% (n = 370,000);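 active = inhibition above the mean of compounds lying between control limits plus 3 SD, set per campaign, cut at about 8.5% in these data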;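 also: 0% = DMSO-only wells as the low control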
hcDAF-12 act: H. contortus DAF-12 activation, primary screen; HEK293 hcDAF-12 lit1-tk-luc reporter, luminescence; 0% DMSO, 100% Δ7-dafachronic acid; activation, % at 6.8 µM; AID 652067; actives 1.4% (n = 370,000);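 active = activation above the mean of all tested compounds plus 3 SD, cut at about 5.5% in these data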;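 also: 100% = response to 3 µM Δ7-dafachronic acid high control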
MBD2 inh: MBD2-methylated oligo binding inhibition | Q9UBB5 | TR-FRET, MBD2 binding to methylated oligonucleotide | inhibition, % at 4.4 µM | actives 0.31% (n = 370,000); in the data active = inhibition above about 13%
An asterisk follows results filed as active; . = no result given. Rows were taken by chance, and some 7.4% of all compounds hit somewhere here.

SMILES	ssDAF-12 act	PLC-beta3 inh	NR1D1 modulator	hgDAF-12 ag	SMARCA2 activ	DAX1 inh-1	PLCg1 inh	DAX1 inh-2	ADAM17 inh	hcDAF-12 act	MBD2 inh
CC(=O)N1CC(C)Sc2ccc(S(=O)(=O)NCc3ccc(F)cc3)cc21 (stereo not drawn)	-1.5	-11	0	-3.6	-3	-0.8	-1	-0.8	2	-3.6	-1
O=C(O)CCC(=O)OCCCc1cc2ccccc2c(=O)o1	-1.0	-3	0	0.3	-1	0.2	-1	0.2	-7	0.1	2
CCOC(=O)[C@]12CCCC3=C1N(CCC3)C(=O)[C@@H](CC(=O)N1CCSCC1)C2	0.2	3	-1	-0.2	-1	.	5	0.5	0	-2.3	-4
COCCNC(=O)C1(C)CCN(C(=O)COc2ccc(Cl)cc2Cl)C1 (stereo not drawn)	-1.7	0	6	-0.4	-2	.	-3	0.4	-4	1.0	2
N#C/C(=C/c1ccc(N2CCOCC2)o1)c1ccc(Br)cc1	-1.4	-50	4	2.3	3	-0.8	-39	-0.3	-7	0.5	-2
C=CCSc1nnc2n(CCc3ccccc3)c(=O)c3c4c(sc3n12)COC(C)(C)C4	-0.7	0	2	-1.9	0	-0.1	4	-0.3	-1	-1.9	-1
CCCCOc1ccc(C(=O)NN2CCOCC2)cc1	-2.0	-8	-3	0.3	1	1.9	4	0.2	2	-2.0	-2
CC(=O)Nc1ccc2ccc3cccc4ccc1c2c34	-1.2	-276	33*	2.9	2	0.4	-177	0.0	-147	-1.3	-2
COc1ccc2c(c1OC)C(=O)OC2Nn1cncn1 (stereo not drawn)	-0.9	-4	8	-1.2	5	0.3	-4	0.7	-3	4.0	3
CC(=O)NC(Cc1ccccc1)C(=O)NC1CCN(C(=O)c2ccc([N+](=O)[O-])cc2)CC1 (stereo not drawn)	-1.4	0	3	-1.1	-4	2.2	-2	0.0	0	2.0	1
O=C(NC(=S)Nc1cccc2cc(O)ccc12)c1ccccc1Br	-1.3	-9	-1	-1.2	-3	-0.4	-3	-1.2	-2	-0.8	-3
COc1ccccc1-c1noc(-c2ccccc2)n1	0.7	-1	-2	14*	7	1.9	-1	3.7*	-1	5.3	-1
Cc1occc1C(=O)N/N=C/c1ccc[nH]1	0.0	-6	-1	11*	8.2*	2.2	-3	5.2*	2	2.5	-1
Cc1ccc(N(C(=O)C(F)(F)F)C(C(=O)NC2CCCCC2)c2ccncc2)cc1C (stereo not drawn)	-1.7	0	0	-0.7	1	0.3	1	0.2	-4	0.2	-1
COc1cc(C=O)ccc1Oc1nc(Nc2ccc(F)cc2F)nc(N2CCOCC2)n1	-0.8	-6	0	-2.2	0	.	-6	-0.3	6	-0.9	0
CCOC(=O)C1CCCN(C(=O)Cn2ncc3c([nH]c4ccc(C)cc43)c2=O)C1 (stereo not drawn)	-1.1	-16	-6	-1.4	-2	0.2	-7	-3.4	-35	-2.7	4
O=S1(=O)CCN(OCc2ccc(F)cc2Cl)CC1	-0.9	-1	2	-3.0	1	0.1	3	0.9	1	-0.6	-1
O=C(Cn1nc(-c2ccccc2)ccc1=O)NCCN1CCN(c2cccc(Cl)c2)CC1	-1.1	2	-4	-2.9	-1	0.5	6	-0.9	2	-2.0	2
O=C(CC[C@H]1O[C@@H](n2ccc(=O)[nH]c2=O)[C@H](O)[C@@H]1O)NC1CCN(Cc2ccccc2)C1 (stereo partly drawn)	-0.8	2	6	-1.3	-4	.	0	0.4	-1	-1.0	0
Cc1nc(Nc2nc3ccccc3o2)nc(C)c1C(=O)Nc1ccc(F)cc1	-0.9	-3	0	0.4	-2	-0.7	0	0.1	1	-0.2	0
CC(C)NC(=O)c1cc(C2CCCCN2S(=O)(=O)c2ccccc2)on1 (stereo not drawn)	-0.2	3	-9	1.0	-4	.	3	-0.9	1	-0.2	10
NC(=O)C1(N2CCCCC2)CCN(C(=O)CSc2nc3ccccc3s2)CC1	-0.7	2	-1	-0.4	1	0.7	-1	-0.5	-2	-0.8	-4
CCCCCNC(=O)CC1Nc2c3ccccc3nc(=S)n2C1=O (stereo not drawn)	-1.1	-6	-2	-1.9	-5	-0.3	2	0.4	-1	-0.7	-1
CN1CCN(CCn2c(=S)[nH]c3ccccc3c2=O)CC1	-1.4	-1	0	-3.8	-1	-1.1	5	-0.3	-4	-0.5	-4

An excerpt of these results, comma-delimited:
molecule,ssDAF-12 act,PLC-beta3 inh,NR1D1 modulator,hgDAF-12 ag,SMARCA2 activ,DAX1 inh-1,PLCg1 inh,DAX1 inh-2,ADAM17 inh,hcDAF-12 act,MBD2 inh
Cc1occc1C(=O)N/N=C/c1ccc[nH]1,0.0,-6,-1,11*,8.2*,2.2,-3,5.2*,2,2.5,-1
O=C(CC[C@H]1O[C@@H](n2ccc(=O)[nH]c2=O)[C@H](O)[C@@H]1O)NC1CCN(Cc2ccccc2)C1 (stereo partly drawn),-0.8,2,6,-1.3,-4,.,0,0.4,-1,-1.0,0
Cc1nc(Nc2nc3ccccc3o2)nc(C)c1C(=O)Nc1ccc(F)cc1,-0.9,-3,0,0.4,-2,-0.7,0,0.1,1,-0.2,0

Next part:
SMILES	ssDAF-12 act	PLC-beta3 inh	NR1D1 modulator	hgDAF-12 ag	SMARCA2 activ	DAX1 inh-1	PLCg1 inh	DAX1 inh-2	ADAM17 inh	hcDAF-12 act	MBD2 inh
Cc1c(C(=O)NCC2CCCO2)sc2nc(-c3ccc(F)cc3)cn12 (stereo not drawn)	-1.0	0	0	2.8	1	-0.5	3	-0.4	-1	0.1	-6
COc1ccc(/C=C/C(=O)Nc2cccc(S(=O)(=O)NC3=NCCCCC3)c2)cc1OC	-1.4	-76	-4	-2.1	-1	-1.4	-50	-3.0	-50	-3.4	-1
C=CCNC(=O)C(=O)NN=C1CCN(C)CC1	-0.8	-3	-5	-0.1	-2	1.8	-3	0.8	-4	5.0	0
O=C(NCc1cccnc1)C1c2ccccc2C(=O)N1Cc1ccccc1 (stereo not drawn)	-1.3	3	6	-1.5	1	2.7	1	1.5	0	2.7	2
COc1ccc(CCNC(=O)CSc2nc(O)c(CCC(C)C)c(=O)[nH]2)cc1OC	-1.3	1	-3	2.2	1	0.2	0	-2.1	-2	0.5	6
O=C(Nc1nc(-c2cccs2)cs1)c1ccc(S(=O)(=O)N2CCCCC2)cc1	-1.9	-70	-3	-2.4	-8	-1.7	-54	-2.0	8	-1.7	4
CCCN(C(=O)CSCc1ccccc1C)c1c(N)n(Cc2ccccc2)c(=O)[nH]c1=O	-1.0	-8	3	-1.3	0	-1.3	-1	0.8	-6	0.5	-4
C/C(=N/NC(=O)COc1cc(C)ccc1C(C)C)C(=O)O	-1.4	-3	-3	0.1	0	0.0	2	0.0	-3	0.1	-3
CCOC(=O)C1CCCN(CCSc2ccc(C)cc2)C1 (stereo not drawn)	-0.9	-5	-1	2.9	-3	-0.3	-1	-0.1	-1	1.6	-5
O=C(CCOc1ccccc1)NCC(c1ccco1)N1CCCCC1 (stereo not drawn)	0.1	-2	-4	1.2	-2	0.7	-4	-0.7	-6	1.1	1
NC(=O)NC(=O)CC1S/C(=N/N=C2\CSC(=O)N2)NC1=O (stereo not drawn)	-1.2	-5	-4	1.4	-4	0.1	1	1.3	2	-2.0	4
COc1ccc(OC)c(NS(=O)(=O)c2ccc(Cl)s2)c1	-1.1	5	5	2.9	8	1.7	4	-1.5	0	-0.7	-3
Cc1ccc(N(C(=O)c2sc(C)nc2C)C(C(=O)NC(C)(C)C)c2ccncc2)cc1 (stereo not drawn)	0.1	4	0	1.2	-1	-1.1	2	0.3	3	-0.5	-5
O=C(Nc1ccc2c(c1)OCO2)C1CC(c2cccc(Br)c2)=NO1 (stereo not drawn)	-1.6	-4	2	1.2	-2	-0.5	1	0.0	1	1.8	-6
CCCCn1c(=O)n(CC(O)c2ccccc2)c(=O)c2c1ncn2C1CCCC1 (stereo not drawn)	-1.5	-1	10	-1.9	1	0.2	-1	-0.6	-2	-2.8	-4
Cc1cccc(CSCCNC(=O)CN2C(=O)c3ccccc3S2(=O)=O)c1	-1.2	-9	-6	-0.3	-1	1.0	-4	-0.1	1	1.2	0
CCCCc1ccc(NC(=O)C2CCN(S(C)(=O)=O)CC2)cc1	-2.0	2	0	-2.7	5	-3.1	4	-0.5	-1	-1.7	8
O=c1c2ccccc2nc(-c2ccc(Cl)cc2Cl)n1CCCn1ccnc1	-1.4	3	4	-4.2	0	-0.3	0	0.2	0	-1.6	-6
COc1ccc(C)cc1N(CC(=O)NC1CCCC1)C(=O)CCC(=O)Nc1cc(C)on1	-0.9	3	-2	-2.1	-1	-1.1	-1	-0.9	-3	-2.4	-4
O=C(NCCc1ccc(O)cc1)c1ccc(Cl)cc1	-0.5	1	5	8.7	5	1.1	3	1.6	-5	4.3	-1
Cc1ccc(N2CCN(S(=O)(=O)N3CCCCC3)CC2)cc1C	-1.3	5	1	-3.1	-2	0.3	4	-0.6	2	-0.6	0
CCN(CC)c1ccc(NC(=O)CCc2nnc3ccc(N4CCCC4)nn23)c(C)c1	-1.9	3	4	0.3	0	2.6	-2	0.0	-2	-1.9	4
COc1ccc(N=C2SCC(=O)N2Cc2ccccc2)cc1	-1.7	1	5	-2.2	-1	-1.1	2	0.1	3	1.3	-2
COc1ccc(NC(=S)NCCCc2ccccc2)cc1	-1.3	1	-1	-1.2	-3	-1.2	-2	-0.2	-3	-2.9	3
O=C(Cc1ccccc1)NNS(=O)(=O)c1ccc([N+](=O)[O-])cc1	-1.0	3	-6	-0.2	-1	0.1	1	0.0	4	-0.3	0
CCOc1ccc(CCNC(=O)c2nn(C)c3c2CS(=O)(=O)c2ccccc2-3)cc1	-1.7	2	1	-2.3	0	0.3	3	-4.7	-1	-3.0	-1
CCOc1ccccc1NC(=O)NCc1ccccc1	-0.6	-2	0	0.3	0	1.6	-2	0.2	0	-2.0	-3
Cc1ccc(O)c(CNCCNCc2cc(C)ccc2O)c1	-0.9	5	6	2.8	2	3.4	5	-0.4	1	-1.9	1
O=c1cc(N2CCN(Cc3ccccc3)CC2)c(-c2ccccc2)n[nH]1	-0.4	2	-7	-0.1	-5	0.0	2	-0.2	-1	1.0	-2
CC(C)C(=O)Nc1c2c(nn1-c1ccccc1)CSC2	-1.2	-7	0	-0.3	-1	0.2	-1	-0.2	-3	-0.9	5
Cc1cc(C)c(C)c(S(=O)(=O)NCc2ccc(C(=O)N3CCN(C)CC3)cc2)c1C	-1.0	-1	-2	-1.9	-1	-0.7	1	0.1	1	-1.2	-6
COc1ccc(NC(=O)C2CCCCN2S(=O)(=O)c2ccc(F)cc2)c(OC)c1 (stereo not drawn)	-0.3	0	1	-3.7	-2	0.1	4	-0.5	-1	0.8	5
CC(OC(=O)Cc1n[nH]c(=O)c2ccccc12)C(=O)Nc1cccc([N+](=O)[O-])c1 (stereo not drawn)	-1.6	2	-3	0.2	3	0.1	2	1.3	-2	1.1	3
CSCCC(NS(=O)(=O)c1cccs1)C(=O)NCc1ccc(C)cc1 (stereo not drawn)	-1.8	4	1	-2.6	0	-0.6	-3	-0.2	0	1.7	0
CN(C(=O)CSc1nnc(Nc2ccccc2)s1)C1CCS(=O)(=O)C1 (stereo not drawn)	-1.1	5	3	1.7	1	0.1	4	0.3	1	-0.8	-4
